Source: PubChem (National Center for Advancing Translational Sciences (NCATS))
HepG2 tox: HepG2 cytotoxicity, counter-screen for TGF-b inhibitors; AID 588856; HepG2 CAGA-GFP viability, ATP luminescence, 18 h; Potency, µM (series often up to 46.1 µM), inactives show top-dose activity change, negative = cytotoxicity, actives largely listed as cytotoxic; 410,000 tested, 0.76% active; note: potency is the fitted concentration of half-maximal effect; some results filed as inactive show a strong effect at the top dose
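CellTiter-Glo luminescence gave cytotoxicity after 18 hours at 37 degrees C. The cells were HepG2 CAGA-GFP in 1% FBS DMEM, stimulated with 500 pg/mL TGF-beta after compound addition. %Activity was normalised to no-cell wells (complete cell-killing) and DMSO (no toxicity), and curves were fitted and classified.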
Akt phos inh: Akt phosphorylation inhibition; Neuro2A IGF-stimulated pAkt S473 HTRF, 20 min; hits give low values; activity change, % for hits at 50 µM; 360,000 tested, 0.32% active; AID 651550; in the data active = activity change below about -80%; inconclusive = mostly about -51% to -80%; note: % is set by controls: 0 for no effect and ±100 for the full control effect
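Single-point screen (50 µM final compound) in Neuro2A cells stimulated 20 min with 6 nM IGF at 37 deg C. After lysis, Ser473-phosphorylated Akt read by HTRF (ex 330 nm, em 615/665 nm) as the 665/615 ratio.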
Mm-Cpn inhibitor: blocks the Methanococcus maripaludis chaperonin Mm-Cpn | Potency, µM (titrated, usually from 76.9 µM), for the others: at the highest dose activity, negative = inhibition, hits mostly inhibitors | 330,000 tested, 0.031% active | purified Mm-Cpn ATPase, ADP Transcreener TR-FRET; note: potency is the fitted concentration of half-maximal effect; % is set by controls: 0 for no effect and ±100 for the full control effect; nearly all actives have a fitted effect of over 80% in size
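Purified archaeal Mm-CPN (25nM final) preincubated 10 min at 37degC with compound, then 10uM ATP for 30 min at 37degC; ADP measured by HTRF Transcreener TR-FRET; buffer 30 mM TRIS pH 7.4, 100mM KCl, 5mM MgCl2, 1mM DTT.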
Abeta yeast res: A-beta toxicity reversal in yeast. yeast expressing A-beta42, growth rescue, OD600, 48 h; response scale: 0% DMSO, 100% iron-clioquinol control. Potency, µM (highest dose often 46.1 µM), without a hit: at the highest dose growth rescue, hits mostly activators. 410,000 tested, 0.063% active; note: potency is the fitted concentration of half-maximal effect; nearly all actives have a fitted effect of over 55% in size
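Yeast growth medium received pinned compounds, then yeast cells expressing toxic A-beta were added; plates incubated at 30 C for 48 hr. Growth read as absorbance at 600 nm, normalized to DMSO and equimolar FeCl3 plus clioquinol controls.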
TGFb SMAD3 inh: blocks TGF-b signaling; HepG2 CAGA-GFP TGF-b/SMAD3 reporter, GFP fluorescence, 18 h; TGF-beta stimulated, 500 pg/mL final; Potency, µM (doses to about 46.1 µM), for the others: at the top dose activity, negative = inhibition, hits mostly inhibitors; 410,000 tested, 1.2% active; note: potency is the fitted concentration of half-maximal effect; % is set by controls: 0 for no effect and ±100 for the full control effect; nearly all actives have a fitted effect of over 65% in size
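GFP signal (ex488/em500-530) from TGF-beta-stimulated HEPG2 CAGA-GFP cells, 500 pg/mL final, 18 h at 37 degrees C in DMEM plus 1% FBS, normalized to unstimulated and DMSO-stimulated controls.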
Nrf2 inh: blocks Nrf2 signaling. A549 ARE-Fluc reporter, luciferase luminescence, 18-24 h. Potency, µM (series often up to 46 µM), inactives show at the highest dose activity change, negative = inhibition, hits mostly inhibitors. 360,000 tested, 2.1% active; note: potency is the fitted concentration of half-maximal effect; % is set by controls: 0 for no effect and ±100 for the full control effect; nearly all actives have a fitted effect of over 60% in size
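Concentration-response testing used A549 ARE_Fluc cells at 5000 cells/well. Following an 18-24 h compound incubation, viability was read by fluorescence (Ex 405/Em 525) and luciferase output by luminescence.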
CCT modulator: modulators of cytosolic chaperonin (CCT/TRiC) activity | AID 651819 | activity change, % (test concentration not listed), hits read low | 360,000 tested, 0.3% active | purified chaperonin ATPase assay, HTRF ADP detection, 30 min; in the data active = activity change below about -30%; note: % is set by controls: 0 for no effect and ±100 for the full control effect
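TRiC (40 or 20 nM final, by batch activity) in 30 mM Tris pH 7.4, 100 mM KCl, 5 mM MgCl2, 1 mM DTT was treated with compound at 76 uM single dose, then 10 uM ATP, 30 min at 37 °C. ADP was read by HTRF Transcreener.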
Nrf2 ARE act: activators of Nrf2 (ARE) signaling; 410,000 tested, 0.31% active; AREc32 ARE-luciferase reporter (MCF7-derived line), luminescence, 24 h; Potency, µM (highest dose often 46.1 µM), for the others: at the highest dose activation, usual class: activators; note: potency is the fitted concentration of half-maximal effect; % of control where 0% means no effect; nearly all actives have a fitted effect of over 65% in size
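Reporter line AREc32 (ARE-Fluc), seeded overnight in OPTI-MEM with 5% FBS; compound pin-transferred, 24 hr at 37 deg C, 5% CO2; luminescent read-out.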
A549 viability: kills or reduces viability of A549 cells in Nrf2 counter-screen; A549 ARE-Fluc cells, CellTiter-Fluor viability, 18-24 h; Potency, µM (doses to about 46 µM), for the others: top-dose activity change, negative = cytotoxicity, actives largely listed as inhibitors; AID 504648; 390,000 tested, 0.16% active; note: potency is the fitted concentration of half-maximal effect; % is set by controls: 0 for no effect and ±100 for the full control effect
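A549 ARE_Fluc cells in 5% FBS OPTI-MEM were exposed to compounds in concentration-response for 18-24 h at 37 deg C. Viability was read by CellTiter-Fluor fluorescence (Ex 405/Em 525) after 30 min, before the luciferase read.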
The depositor's hits bear a star; i = inactive; ? = inconclusive; · = not tested or not shown; [ ] = another dose, or the depositor's remark. Unless noted, calls come from the whole dose curve; as a rule, active = well fitted curve in the direction sought with a large enough effect; inconclusive = small, poorly fitted or top-dose-only effect, or another doubt; inactive = no such curve, though single readings can be large; an effect the other way counts as inactive or inconclusive.

SMILES	HepG2 tox	Akt phos inh	Mm-Cpn inhibitor	Abeta yeast res	TGFb SMAD3 inh	Nrf2 inh	CCT modulator	Nrf2 ARE act	A549 viability
CC(C)Oc1ccc(S(=O)(=O)N2CCOCC2)cc1NC(=O)c1cccc(S(=O)(=O)N2CCCC2)c1	-2%	i	·	-11%	5%	-10%	-1.6	-0.1%	-3%
OC1CCN(Cc2ccc3ccccc3c2)CC1	-3%	i	-2%	9%	1%	6%	-1.5	0.1%	10%
CC(=O)NCCNc1ccc([N+](=O)[O-])cc1C#N	-1%	i	0%	5%	15%	4%	-1.5	-0.6%	-19%
CCCCC(=O)N/N=C/c1ccc(N2CCOCC2)c([N+](=O)[O-])c1	7%	i	2%	7%	6%	-9%	-0.2	0.2%	-3%
Cn1c(CC(=O)Nc2ccccc2F)nnc1SCC(=O)N1CCOCC1	2%	i	-1%	-1%	?	11%	-2.4	2.3%	-3%
O=C(CCS(=O)(=O)c1ccc(Br)cc1)NC1CCCCCC1	-20%	·	2%	-11%	-26%	0%	-0.9	-0.8%	14%
Oc1ccc(C2Nc3cccc4cccc(c34)N2)c(O)c1	-7%	i	0%	-14%	?	-29%	-0.5	?	-20%
O=C(NC1CCCC1)C1CC(=O)N(C2CCCCCCC2)C1 (stereo not given)	0%	i	1%	?	0%	3%	0.0	0.1%	-2%
O=C(c1ccc(CS(=O)Cc2ccc(Cl)cc2)o1)N1CCN(c2cccc(Cl)c2)CC1 (stereo not given)	-14%	i	2%	23%	?	?	-2.1	0.2%	1%
Cn1c(N)c(C(=O)N2CCN(c3ccccc3)CC2)c(=O)n(C)c1=O	1%	i	·	-4%	3%	·	-1.0	0.1%	·

Laid out differently: four of the compounds above
Results follow in this order: HepG2 tox	Akt phos inh	Mm-Cpn inhibitor	Abeta yeast res	TGFb SMAD3 inh	Nrf2 inh	CCT modulator	Nrf2 ARE act	A549 viability
O=C(CCS(=O)(=O)c1ccc(Br)cc1)NC1CCCCCC1
    -20%	·	2%	-11%	-26%	0%	-0.9	-0.8%	14%
Oc1ccc(C2Nc3cccc4cccc(c34)N2)c(O)c1
    -7%	i	0%	-14%	?	-29%	-0.5	?	-20%
Cn1c(CC(=O)Nc2ccccc2F)nnc1SCC(=O)N1CCOCC1
    2%	i	-1%	-1%	?	11%	-2.4	2.3%	-3%
O=C(c1ccc(CS(=O)Cc2ccc(Cl)cc2)o1)N1CCN(c2cccc(Cl)c2)CC1 (stereo not given)
    -14%	i	2%	23%	?	?	-2.1	0.2%	1%

In the list so far, these contain a halogen.
SMILES	HepG2 tox	Akt phos inh	Mm-Cpn inhibitor	Abeta yeast res	TGFb SMAD3 inh	Nrf2 inh	CCT modulator	Nrf2 ARE act	A549 viability
Cn1c(CC(=O)Nc2ccccc2F)nnc1SCC(=O)N1CCOCC1	2%	i	-1%	-1%	?	11%	-2.4	2.3%	-3%
O=C(CCS(=O)(=O)c1ccc(Br)cc1)NC1CCCCCC1	-20%	·	2%	-11%	-26%	0%	-0.9	-0.8%	14%
O=C(c1ccc(CS(=O)Cc2ccc(Cl)cc2)o1)N1CCN(c2cccc(Cl)c2)CC1 (stereo not given)	-14%	i	2%	23%	?	?	-2.1	0.2%	1%

The list continues.
SMILES	HepG2 tox	Akt phos inh	Mm-Cpn inhibitor	Abeta yeast res	TGFb SMAD3 inh	Nrf2 inh	CCT modulator	Nrf2 ARE act	A549 viability
O=C1CC(Nc2ccc(N3CCOCC3)cc2)C(=O)N1c1ccccc1F (stereo not given)	-8%	i	-5%	-28%	-24%	9%	-1.5	-0.5%	-4%
COc1ccc(OC)c2[nH]c(=O)c(CCNC(=O)C3CCCCC3)cc12	5%	i	-1%	7%	-9%	·	0.7	-0.2%	5%
O=C(O)c1ccccc1-c1ccccc1C(=O)Nc1cccc2ccccc12	-9%	i	-1%	-2%	8%	6%	0.8	0.3%	-9%
COc1cccc(NC(=O)Cn2cc(C#N)c3ccccc32)c1	-6%	i	-1%	5%	-1%	-13%	-1.8	0.2%	-5%
O=C(NNC(=O)c1cncc(Br)c1)c1ccncc1	4%	i	1%	-8%	-3%	14%	-1.1	-1.1%	-1%
COC(=O)c1c(-c2cccs2)csc1NC(=O)c1ccc(Cl)cc1	-7%	·	·	-7%	?	?	·	9.9%	4%
Cc1nn(-c2ccccc2)cc1/C=N/NC(=O)c1cccs1	-11%	i	6%	?	-2%	-4%	-2.8	6.8%	3%
CCCCCCC(=O)OCC(=O)c1ccc2c(c1)NC(=O)CO2	-2%	i	2%	16%	0%	3%	-3.1	-0.5%	0%
O=C(CCC(=O)Nc1ccccc1Cl)NN=C1CCCC1	-2%	i	0%	-9%	3%	-2%	0.8	-0.8%	0%
COc1ccc2nc(-c3cccc(N)c3)[nH]c2c1	-27%	i	-10%	-13%[9.22 µM]	-1%	·	-4.6	-1.8%	2%

By substructure: the compounds so far with a nitro group on carbon (two)
SMILES	HepG2 tox	Akt phos inh	Mm-Cpn inhibitor	Abeta yeast res	TGFb SMAD3 inh	Nrf2 inh	CCT modulator	Nrf2 ARE act	A549 viability
CC(=O)NCCNc1ccc([N+](=O)[O-])cc1C#N	-1%	i	0%	5%	15%	4%	-1.5	-0.6%	-19%
CCCCC(=O)N/N=C/c1ccc(N2CCOCC2)c([N+](=O)[O-])c1	7%	i	2%	7%	6%	-9%	-0.2	0.2%	-3%

The list continues:
SMILES	HepG2 tox	Akt phos inh	Mm-Cpn inhibitor	Abeta yeast res	TGFb SMAD3 inh	Nrf2 inh	CCT modulator	Nrf2 ARE act	A549 viability
Cc1ccc(NC(=O)Cn2c(=O)n(-c3ccccc3)c(=O)c3c4c(sc32)CCCC4)cc1	1%	·	·	-2%	-16%	6%	·	-0.7%	-2%
O=C(c1ccc(Cn2c(=S)[nH]c3ccc(Br)cc3c2=O)cc1)N1CCN(C2CCCCC2)CC1	-18%	i	0%	-19%	-5%	-19%	2.8	-0.3%	0%
COc1ccc(CNS(=O)(=O)c2ccc(-c3cc(C(F)(F)F)on3)s2)cc1OC	-35%	·	·	2%	0%	?	·	-0.9%	10%
O=C(CNC(=S)N(Cc1ccccc1F)C1CCCCC1)NCCCN1CCOCC1	-4%	i	-1%	-7%	1%	15%	0.6	-0.9%	-9%
CC(C)(C)N1C(=O)[C@H]2[C@@H](c3ccc(Br)cc3)N3C(=O)N(c4ccc(Br)cc4)C(=O)[C@@]3(Cc3ccccc3)[C@H]2C1=O	-1%	i	0%	2%	-25%	-21%	0.3	3.9%	-7%
CCCCCCn1c(C(C)NC(=O)c2ccco2)nc2ccccc21 (stereo not given)	-4%	i	-2%	13%	?	·	-0.7	1.7%	1%
Cc1ccccc1CN(C)C(=O)COC(=O)c1ccc2[nH]c(C)c(C)c2c1	7%	i	-5%	9%	-29%	-14%	0.4	2.0%	-6%
COCCNC(=O)c1cccc2c(-c3cnn(C)c3)coc12	-33%	i	·	9%	4%	·	0.9	0.9%[9.22 µM]	·
C=CCn1c(=N)n(CC(=O)O)c2ccccc21	11%	i	0%	12%	9%	·	-3.6	0.3%	-3%
CC(=O)Nc1ccc2c(c1)NC(=O)CC2	1%	i	1%	-16%	-2%	-8%	1.7	0.2%	3%
CCN(CC)S(=O)(=O)c1ccc(NC(=O)COC(=O)CCc2cc(OC)c(OC)c(OC)c2)cc1	8%	i	0%	6%	-2%	-2%	-4.0	-0.1%	-4%
O=C(/C=C/c1cccs1)N1CCc2ccccc21	-54%	i	0%	-21%	?	?	-1.9	?	-2%
CN(C)c1cc(N/N=C\c2ccccc2)nc(N(C)C)n1	-50%	i	-2%	-3%	?	?	-1.7	0.9%	-22%
Clc1ccc(CN2CCCCCCC2)cc1	-6%	i	3%	-21%	2%	-4%	-1.8	0.2%	12%
Cc1cccc(OCCSc2nc3ccccc3n2CC(=O)N2CCCCC2)c1C	-25%	·	·	-18%	13µM*	?	·	4.1%	-3%
COC(=O)c1cnn(-c2cc(Oc3cccc(C)c3)ncn2)c1N	8%	i	-2%	30%	17%	?	1.1	-0.2%	-5%
O=C(COC(=O)CCc1c[nH]c2ccccc12)Nc1ccc([N+](=O)[O-])cc1	1%	i	0%	-3%	-1%	5%	1.0	-0.4%	-8%
Cc1ccc(S(=O)(=O)N(C)c2ccc(C(=O)N3CCC(C(N)=O)CC3)cc2)cc1	-7%	i	·	-12%	-1%	·	7.0	0.3%	14%
O=C(CN(Cc1cccs1)C(=O)CNS(=O)(=O)c1ccc(Cl)cc1)NCc1ccco1	-1%	i	1%	5%	-25%	9%	0.4	-0.3%	14%
CCc1noc(C)c1C(=O)Nc1nc2c(C)cccc2s1	2%	i	-8%	?	5%	1%	-6.1	28%	1%
O=C(CCCN1C(=O)/C(=C/c2ccccc2Cl)SC1=S)NNC(=O)c1ccc(Cl)cc1Cl	-2%	i	4%	4%	-2%	6.5µM*	-0.1	-2.2%	0%
Cc1ccc2nc(SCC(=O)OCc3ccccc3)nc(=O)n2c1	2%	i	3%	-1%	-23%	-13%	-0.1	7.4%	1%

Not a hit list; any-hit rate near 4.3%.
